Screens deposited in PubChem BioAssay by SRMLSC.
PostGolgi yeast – growth inhibition of a yeast mutant, post-Golgi transport screen; post-Golgi transport phenotypic cell assay; inhibition, % at 10 µM; actives 0.9% (n = 98,000);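 also: yeast cells grown in 1536-well plates; yeast grown about 18 h at 30C before absorbance read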
PostGolgi ctrl – growth of the yeast control strain, post-Golgi counter-screen | efflux-deficient yeast background strain, growth absorbance A615, 16 h | inhibition, % at 10 µM | actives 5% (n = 98,000) | AID 738
The depositor's hits bear a star. Rule as the data show it: active = inhibition above about 30%; inactive = the rest. Not all compounds are listed. The share of hits here may be higher or lower than overall.

SMILES	PostGolgi yeast	PostGolgi ctrl
Cc1cccn2c(NCC3CCCO3)c(C(C)C)nc12 (configuration not stated)	0	-3
Cc1ccccc1NC1=NCC(C)S1 (configuration not stated)	5	6
O=C(CN1CC(c2ccccc2)CC1=O)Nc1ccc(F)cc1 (configuration not stated)	12	13
COc1ccc(CC2C(=O)N(C)C(=O)N(C)C2=O)c(OC)c1	-14	3
Cn1c(O)c(C(=NCCN2CCCCC2)c2ccccc2Cl)c(=O)n(C)c1=O	-4	3
c1ccc(CCN2CCC(N3CCN(c4ccccc4)CC3)CC2)cc1	11	17
CCN(CC)P(=O)(Oc1cccc(C)c1)N(CC)CC	-1	0
CN1CCc2nc(SCC(=O)OC(C)(C)C)c(C#N)cc2C1	16	7
c1ccc2sc(C3CCCNC3)nc2c1 (configuration not stated)	0	5
Cc1cccc(NC2=NCCCS2)c1C	2	-3
Cc1c2cnn(CC(=O)N3CCC4(CC3)OCCO4)c(=O)c2c(C)n1Cc1ccccc1F	-5	11
O=C(O)C1CSC(c2cccnc2)N1 (configuration not stated)	17	6
O=C(Cn1ncc2c3ccccc3n(Cc3ccccc3)c2c1=O)N1CCC2(CC1)OCCO2	-9	5
CCOc1ccc(-n2c(CC)nc3ccccc3c2=O)cc1	7	31*
CC1=[N+]([O-])C2(N)CCc3nonc3C2(O)C1 (configuration not stated)	-5	20
O=c1[nH]c(=O)n(C2CCCCC2)c(O)c1C=NCCCn1ccnc1	3	-2
CCN(CC)C(=O)c1ccc(NC(=O)Cn2nc(C)c3ccccc3c2=O)cc1	11	-5
CCCCOC(=O)COc1cc(C)cc2oc(=O)c3c(c12)CCC3	6	-8
CC1(C)CC(n2[nH]c(=O)c3c2NC(=O)CSC3c2ccc(F)cc2)CCO1 (configuration not stated)	-6	1
COc1ccccc1/C=C1/C(=N/O)C2CCN1CC2	2	10

3 compounds out of the list, ordered by molecular weight, lowest first.
SMILES	PostGolgi yeast	PostGolgi ctrl
CC1=[N+]([O-])C2(N)CCc3nonc3C2(O)C1 (configuration not stated)	-5	20
CCN(CC)P(=O)(Oc1cccc(C)c1)N(CC)CC	-1	0
CCCCOC(=O)COc1cc(C)cc2oc(=O)c3c(c12)CCC3	6	-8

Reprinted at random: 6 records from the list, in no set order.
SMILES	PostGolgi yeast	PostGolgi ctrl
O=C(CN1CC(c2ccccc2)CC1=O)Nc1ccc(F)cc1 (configuration not stated)	12	13
c1ccc(CCN2CCC(N3CCN(c4ccccc4)CC3)CC2)cc1	11	17
CC1(C)CC(n2[nH]c(=O)c3c2NC(=O)CSC3c2ccc(F)cc2)CCO1 (configuration not stated)	-6	1
CCN(CC)P(=O)(Oc1cccc(C)c1)N(CC)CC	-1	0
O=C(Cn1ncc2c3ccccc3n(Cc3ccccc3)c2c1=O)N1CCC2(CC1)OCCO2	-9	5
CCCCOC(=O)COc1cc(C)cc2oc(=O)c3c(c12)CCC3	6	-8

Reformatted with two lines to a compound: entries from further up.
The line under a structure holds: PostGolgi yeast	PostGolgi ctrl
Cc1c2cnn(CC(=O)N3CCC4(CC3)OCCO4)c(=O)c2c(C)n1Cc1ccccc1F
→ -5	11
O=C(O)C1CSC(c2cccnc2)N1 (configuration not stated)
→ 17	6
O=C(Cn1ncc2c3ccccc3n(Cc3ccccc3)c2c1=O)N1CCC2(CC1)OCCO2
→ -9	5
CCOc1ccc(-n2c(CC)nc3ccccc3c2=O)cc1
→ 7	31*

(next part)
SMILES	PostGolgi yeast	PostGolgi ctrl
CCc1cc2c(s1)NC(=O)CN=C2c1cccs1	27	19
CC(C)OCCCNC(=O)c1c(N)n(Cc2cccs2)c2nc3ccccc3nc12	8	28
COC(=O)C(O)(c1ccc2c(c1)CCCN2)C(F)(F)F (configuration not stated)	-1	2
O=C1NC(=O)C2(Cc3ccccc3N3CCCC32)C(=O)N1c1ccc(Cl)cc1 (configuration not stated)	14	8
Cc1c2cnn(CC(=O)N3CCC4(CC3)OCCO4)c(=O)c2c(C)n1Cc1ccc(F)cc1	-9	4
O=P(O)(O)/C=C(\Cl)c1ccccc1	5	14
O/N=C1\CCC2CN(C3CCCCC3)CC2C1 (configuration not stated)	-5	1
COc1ccc(N2C(=O)CC(N3CC=C(c4ccccc4)CC3)C2=O)cc1 (configuration not stated)	-2	3
Cc1sc2ncn(CC(=O)NCC(=O)N3CCC4(CC3)OCCO4)c(=O)c2c1C	4	-6
c1cncc(C2CC(c3cccs3)n3ncnc3N2)c1 (configuration not stated)	7	0
